From PubChem BioAssay
MCF10A rereplic – DNA re-replication induction in MCF 10a cells. AID 624296. MCF 10A DNA re-replication, Hoechst nuclear intensity, 48 h. 350,000 compounds, 2.9% hits. Potency, µM (top dose mostly 46.1 µM), for inactives: at the highest dose activity, positive = re-replication, usual class: activators; further: potency means the concentration at half of the fitted maximal effect; % of control where 0% means no effect; nearly all actives have a fitted effect of over 50% in size
KB-3-1 tox – kills parental KB-3-1 adenocarcinoma cells; KB-3-1 viability, CellTiter-Glo ATP luminescence, 72 h; 400,000 compounds, 1.4% hits; AID 1347075; Potency, µM (titrated, usually from 46.1 µM), inactives show at the highest dose activity change, negative = cytotoxic, most hits filed as cytotoxic; further: potency means the concentration at half of the fitted maximal effect; on the % scale 0 is the no-effect control and ±100 the full control effect; nearly all actives have a fitted effect of over 60% in size
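KB-3-1 parental drug-naive adenocarcinoma cells in DMEM/10% FBS, incubated 72 h at 37 C with pin-transferred compounds across a concentration series. Viability by CellTiter-Glo luminescence; concentration-response curves fitted after normalization.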
KB-V1 cytotox – KB-V1 MDR subline cytotoxicity | KB-V1 MDR cells viability, CellTiter-Glo, 72 h | Potency, µM (titrated, usually from 46.1 µM), without a hit: at the top dose activity change, negative = cytotoxicity, actives largely listed as cytotoxic | AID 1347076 | 400,000 compounds, 3.4% hits; further: potency means the concentration at half of the fitted maximal effect; on the % scale 0 is the no-effect control and ±100 the full control effect; nearly all actives have a fitted effect of over 60% in size
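qHTS viability screen in drug-selected KB-V1 MDR cells: 72 h compound treatment at 37 degrees C, ATP luminescence end point.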
HT1080 IDH1KD tx – HT-1080 IDH1 knockdown cell toxicity (counter line); HT-1080 IDH1 knockdown viability, ATP luminescence, 48 h; Potency, µM (highest dose often 46.1 µM), for the others: at the top dose activity, negative = toxicity, usual class: cytotoxic; 360,000 compounds, 2% hits; AID 686971;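 further: potency means the concentration at half of the fitted maximal effect; 0% = DMSO wells and -100% = cell-free medium wells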
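Knockdown cells (IDH1KD HT-1080) received compounds 2 h after plating at 750 cells/well and were kept 48 h at 37 °C in 5% FBS RPMI. A CellTiter-Glo luminescence read gave % activity for curve fitting.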
IL-1B inflam inh – inhibitors of inflammasome signaling (IL-1 beta secretion). THP-1 LPS/ATP IL-1B secretion, AlphaLISA, 16 h; active compounds read low. activity change, % at 57.5 µM. 360,000 compounds, 4.7% hits; in the data active means activity change below about -50%; inconclusive means mostly about -30% to -49%; further: on the % scale 0 is the no-effect control and ±100 the full control effect
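THP-1 cells pretreated 1 hr with compounds (up to 57.5 uM final), then stimulated with LPS (250 ng/mL final) plus ATP (1.25 mM final); secreted IL-1B measured by AlphaLISA after 16 hr, decreased signal indicating inhibition.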
HT1080-NT tox – kills 2HG-producing HT-1080-NT fibrosarcoma cells. 360,000 compounds, 1.6% hits. AID 686970. Potency, µM (series often up to 46.1 µM), inactives show top-dose activity, negative = less viability, usual class: cytotoxic. HT-1080-NT fibrosarcoma viability, CellTiter-Glo ATP luminescence, 48 h;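 further: NT is the 2HG producing partner of a matched IDH1 knockdown line; potency means the concentration at half of the fitted maximal effect; 0% = DMSO-treated cells and -100% = media-only wells without cells; nearly all actives have a fitted effect of over 55% in size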
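HT-1080-NT fibrosarcoma cells (2HG-overproducing), 750 cells/well in RPMI with 5% FBS, dosed after 2 h and incubated 48 h at 37C. CellTiter-Glo luminescence normalized to DMSO and no-cell wells; concentration-response curves fitted and classed.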
WRN inhibitor – WRN helicase (human) inhibition; WRN helicase unwinding, fluorescent forked duplex, kinetic; Potency, µM (highest dose often 114 µM), for inactives: top-dose activity change, negative = inhibition, most hits filed as inhibitors; 360,000 compounds, 0.46% hits; AID 651768; further: potency means the concentration at half of the fitted maximal effect; on the % scale 0 is the no-effect control and ±100 the full control effect; nearly all actives have a fitted effect of over 55% in size
Target sequence (Q14191 whole entry, looked up): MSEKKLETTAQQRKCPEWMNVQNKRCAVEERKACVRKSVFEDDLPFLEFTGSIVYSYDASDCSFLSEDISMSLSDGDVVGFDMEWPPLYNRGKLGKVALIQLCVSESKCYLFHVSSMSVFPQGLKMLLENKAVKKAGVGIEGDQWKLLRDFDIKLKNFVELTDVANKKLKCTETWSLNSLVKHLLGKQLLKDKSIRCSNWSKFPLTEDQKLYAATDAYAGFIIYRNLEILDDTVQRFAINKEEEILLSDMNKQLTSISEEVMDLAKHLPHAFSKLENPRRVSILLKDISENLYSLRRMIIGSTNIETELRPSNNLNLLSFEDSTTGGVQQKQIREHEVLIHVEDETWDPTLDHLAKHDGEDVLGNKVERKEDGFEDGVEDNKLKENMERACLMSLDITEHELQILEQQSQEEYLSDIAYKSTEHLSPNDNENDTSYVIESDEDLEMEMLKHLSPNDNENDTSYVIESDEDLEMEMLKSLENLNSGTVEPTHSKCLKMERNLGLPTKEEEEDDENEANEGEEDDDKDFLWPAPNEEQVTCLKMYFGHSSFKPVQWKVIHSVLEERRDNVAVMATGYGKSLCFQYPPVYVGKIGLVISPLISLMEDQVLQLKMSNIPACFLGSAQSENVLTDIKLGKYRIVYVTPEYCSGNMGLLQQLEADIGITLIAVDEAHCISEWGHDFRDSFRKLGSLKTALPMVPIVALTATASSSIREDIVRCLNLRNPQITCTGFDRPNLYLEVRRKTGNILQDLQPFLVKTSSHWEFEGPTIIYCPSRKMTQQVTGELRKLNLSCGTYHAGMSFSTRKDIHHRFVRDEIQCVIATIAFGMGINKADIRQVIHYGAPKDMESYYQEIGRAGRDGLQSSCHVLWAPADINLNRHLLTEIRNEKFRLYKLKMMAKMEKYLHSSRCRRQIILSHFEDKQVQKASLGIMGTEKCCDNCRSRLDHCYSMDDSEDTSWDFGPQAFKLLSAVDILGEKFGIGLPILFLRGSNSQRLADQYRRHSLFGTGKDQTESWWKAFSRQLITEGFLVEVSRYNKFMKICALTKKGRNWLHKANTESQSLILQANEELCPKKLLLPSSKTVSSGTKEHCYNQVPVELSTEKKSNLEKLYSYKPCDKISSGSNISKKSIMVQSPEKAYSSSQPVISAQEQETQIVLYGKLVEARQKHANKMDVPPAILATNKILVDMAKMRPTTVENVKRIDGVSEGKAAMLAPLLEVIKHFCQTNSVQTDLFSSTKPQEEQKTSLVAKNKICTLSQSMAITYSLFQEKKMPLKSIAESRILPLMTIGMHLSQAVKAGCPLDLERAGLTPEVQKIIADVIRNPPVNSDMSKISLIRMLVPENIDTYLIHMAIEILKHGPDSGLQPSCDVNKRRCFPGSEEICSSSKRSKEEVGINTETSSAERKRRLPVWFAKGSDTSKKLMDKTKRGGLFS
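Kinetic fluorescence helicase assay: unwinding of a quenched forked DNA duplex (100 nM final) with 2 mM ATP final raises red fluorescence (525/598 nm). Compounds sat 15 min at room temperature with 20 nM WRN beforehand.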
ATXN2 expr inh – reduces ATXN2 reporter expression in HEK-293 cells; HEK-293 ATXN2-luciferase reporter, luminescence, 24 h; Potency, µM (titrated, usually from 57 µM), for the others: top-dose activity change, negative = inhibition, hits mostly inhibitors; 360,000 compounds, 0.72% hits; AID 1745845; further: potency means the concentration at half of the fitted maximal effect; on the % scale 0 is the no-effect control and ±100 the full control effect; nearly all actives have a fitted effect of over 55% in size
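qHTS (up to 57 uM final) was run with 24 h compound exposure of reporter cells at 37 °C. Each well was multiplexed: SteadyGlo luminescence measured ATXN2-luciferase expression after a fluorogenic Gly-Phe-AFC viability readout (25 uM final).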
SW480 rerep – induces DNA re-replication in SW480 colon adenocarcinoma cells. SW480 DNA re-replication, Hoechst DNA content imaging, 48 h. Potency, µM (highest dose often 46.1 µM), for inactives: at the top dose re-replication activation, hits mostly activators. 340,000 compounds, 1.8% hits; further: potency means the concentration at half of the fitted maximal effect; % of control where 0% means no effect; nearly all actives have a fitted effect of over 55% in size
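Per well, 250 cells were exposed to pinned compound for 48 hr. Nuclear DNA was visualised with Hoechst (40 min, 37 C) and total object intensity recorded by fluorescence scanning.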
The depositor's hits bear a star; ? = inconclusive; / = no result given; [ ] = dose if it differs, or a comment. Unless noted, the call rests on the fitted dose curve; in most records, active means well fitted curve in the direction sought with a large enough effect; inconclusive means small, poorly fitted or top-dose-only effect, or another doubt; inactive means no such curve, though single readings can be large; an effect the other way counts as inactive or inconclusive. Rows were taken by chance, and some 12% of all compounds hit somewhere here.

| compound | MCF10A rereplic | KB-3-1 tox | KB-V1 cytotox | HT1080 IDH1KD tx | IL-1B inflam inh | HT1080-NT tox | WRN inhibitor | ATXN2 expr inh | SW480 rerep |
| --- | --- | --- | --- | --- | --- | --- | --- | --- | --- |
| CCC(=O)Nc1cccc(NC(=S)NC(=O)c2ccccc2C)c1 | ? | 2% | 0% | -1% | -19 | 9% | 12% | 0% | -19% |
| Cc1ccc(C(=O)N2CCC(C)CC2)cc1NC1=NC2CS(=O)(=O)CC2S1 (stereo not drawn) | -1% | 28% | ? | 7% | -12 | 21% | 7% | 6% | -13% |
| Cc1cc(C)c(S(C)(=O)=O)c(Oc2cccc(Cl)c2)n1 | 0% | 7% | 14% | -1% | 14 | 2% | -10% | 2% | -5% |
| Cc1ncoc1C(=O)Nc1ccc2c(c1)OCCO2 | -8% | ? | -4% | ? | 18 | -3%[9.24 µM] | 1% | -32% | -5% |
| CCOC(=O)C1CCN(C(=O)C2CCN(S(=O)(=O)c3c(C)noc3C)CC2)CC1 | 13% | 5% | -2% | 5% | -4 | 10% | 0% | -3% | -5% |
| Cc1ccc(C)c(N(C(=O)Cc2cccs2)C(C(=O)NC2CCCC2)c2ccc(C)o2)c1 (stereo not drawn) | 7% | 2% | ? | 6% | 4 | -2% | -7% | -2% | 0% |
| C[C@H](CO)N1C[C@H](C)[C@@H](CN(C)C(=O)Nc2ccc(C(F)(F)F)cc2)Oc2ccc(NC(=O)C3CCCCC3)cc2C1=O | -8% | 0% | 0% | -2% | -53* | -3% | -2% | ? | 2% |
| O=C(O)CCC(=O)Nc1ccc(C(=O)N2CCCCC2)cc1 | -1% | 5% | 1% | 2%[9.24 µM] | 2 | 8% | -2%[57.1 µM] | 2% | 3% |
| CNC(=O)NNC(=O)c1csc(Cc2c(Cl)sc3ccc(Cl)cc23)n1 | 4% | 3% | -4% | -4% | 6 | -8% | 2% | 3% | 2% |
| Cc1ccc(N=C(N)N=C(N)N)c(C)c1 | 2% | -8% | 13% | 3% | -17 | -1% | 4% | -18% | -16% |
| Cc1cccc(C)c1Cn1c(C)c(C(=O)NCc2cccc(Cl)c2)sc1=O | / | ? | ? | ? | -13 | -9% | 1%[57.1 µM] | 13% | / |
| O=C(N=C1SC2CS(=O)(=O)CC2N1c1cccc(Cl)c1Cl)C1CCCO1 (stereo not drawn) | 1% | -1% | -13% | 0% | 7 | 2% | 0%[57.1 µM] | -11% | -16% |
| COC(=O)c1ccc(NC(=O)C2CCCN2S(=O)(=O)c2ccc(OC)cc2)cc1 (stereo not drawn) | 20% | -1% | 0% | 11% | 5 | 5% | -27% | -11% | -8% |
| CCOc1ccc(NS(=O)(=O)c2cc(C(=O)N3CCN(c4ccccc4O)CC3)ccc2Cl)cc1 | 11% | -1% | ? | 8% | -11 | 8% | 1% | 6% | -5% |
| COc1ccc(-c2nn(-c3ccccc3)cc2C(=O)N2CCN(S(=O)(=O)c3ccccc3C#N)CC2)cc1 | 14% | ? | -13% | -5% | -4 | -6% | -2% | 10% | 4% |
| C=C1CCN([C@@H](CC(C)C)C(=O)NCc2ccc(OC)cc2)S(=O)(=O)c2ccccc21 | -2% | -2% | ? | 2% | 6 | 9% | -6% | 7% | 25% |
| O=C1CC(Cc2ccc(Cl)cc2)C(=O)N1c1ccncc1 (stereo not drawn) | -3% | 15% | 26% | 7% | 26 | 9% | -4% | -1% | 0% |
| CNc1nc(NCCCN2CCCC2=O)c2sccc2n1 | / | 0% | 23% | 0% | -11 | 11% | 0% | 6% | / |
| CC(Oc1ccc(Br)cc1)C(=O)Nc1ccncc1 (stereo not drawn) | 3% | -28% | 0% | -15% | 12 | ? | -10% | -35% | 0% |
| CN1C(=O)[C@H]2[C@@H](/C=C/c3ccccc3)N3C(=O)CN(Cc4ccccn4)C(=O)[C@@]3(C)[C@H]2C1=O | ? | 0% | -4% | 12% | 19 | 13% | -8% | 4% | -4% |
| CCn1c(SCC(=O)Nc2cc(C(C)(C)C)nn2-c2ccccc2)nnc1-c1cccs1 | -4% | -1% | ? | -8% | -83* | -4% | ? | -16%[11.3 µM] | ? |
| O=C(O)C1C2C=CC(C2)C1C(=O)OC1CC2CCC1C2 (stereo not drawn) | -3% | 3% | -2% | 21% | 23 | -4% | -13% | 1% | -1% |
| Nc1cc(S(=O)(=O)c2ccc(O)c(N)c2)ccc1O | -2% | 3% | 0% | -4% | 2 | -1% | -11% | / | ? |
| Cc1ccc2c(CN(C)Cc3ccc(Cl)cc3Cl)cc(=O)oc2c1 | 28% | -4% | ? | -6% | ? | -1% | -5% | -24% | 1% |

A section taken from the entries so far, for reference:
| compound | MCF10A rereplic | KB-3-1 tox | KB-V1 cytotox | HT1080 IDH1KD tx | IL-1B inflam inh | HT1080-NT tox | WRN inhibitor | ATXN2 expr inh | SW480 rerep |
| --- | --- | --- | --- | --- | --- | --- | --- | --- | --- |
| CNc1nc(NCCCN2CCCC2=O)c2sccc2n1 | / | 0% | 23% | 0% | -11 | 11% | 0% | 6% | / |
| CC(Oc1ccc(Br)cc1)C(=O)Nc1ccncc1 (stereo not drawn) | 3% | -28% | 0% | -15% | 12 | ? | -10% | -35% | 0% |
| CN1C(=O)[C@H]2[C@@H](/C=C/c3ccccc3)N3C(=O)CN(Cc4ccccn4)C(=O)[C@@]3(C)[C@H]2C1=O | ? | 0% | -4% | 12% | 19 | 13% | -8% | 4% | -4% |
| CCn1c(SCC(=O)Nc2cc(C(C)(C)C)nn2-c2ccccc2)nnc1-c1cccs1 | -4% | -1% | ? | -8% | -83* | -4% | ? | -16%[11.3 µM] | ? |
| O=C(O)C1C2C=CC(C2)C1C(=O)OC1CC2CCC1C2 (stereo not drawn) | -3% | 3% | -2% | 21% | 23 | -4% | -13% | 1% | -1% |
| Nc1cc(S(=O)(=O)c2ccc(O)c(N)c2)ccc1O | -2% | 3% | 0% | -4% | 2 | -1% | -11% | / | ? |
| Cc1ccc2c(CN(C)Cc3ccc(Cl)cc3Cl)cc(=O)oc2c1 | 28% | -4% | ? | -6% | ? | -1% | -5% | -24% | 1% |

(next part)
| compound | MCF10A rereplic | KB-3-1 tox | KB-V1 cytotox | HT1080 IDH1KD tx | IL-1B inflam inh | HT1080-NT tox | WRN inhibitor | ATXN2 expr inh | SW480 rerep |
| --- | --- | --- | --- | --- | --- | --- | --- | --- | --- |
| CC(=O)Nc1ccccc1C | ? | 0% | 37% | 10% | -1 | -4% | 3% | 5% | -43%[inhibitor] |
| CCOc1ncccc1C(=O)Oc1ccc2c(c1)OCO2 | 5% | 0% | 3% | -7% | 5 | -1% | 7% | 1% | 1% |
| CCN(CC)C(=O)c1sc(NC(=O)c2ccco2)c(C#N)c1C | ? | 26% | -3% | -1% | -26 | 9% | -17% | -2% | 3% |
| O=C(NN1C(=O)/C(=C/c2ccc(O)c(O)c2)SC1=S)c1ccccc1 | 4% | -28% | -2% | ? | 31 | -17% | ? | -36% | ? |
| O=C1OCCC1Sc1nnnn1-c1ccc(Cl)cc1 (stereo not drawn) | 5% | 11% | 4% | 12% | -18 | 11% | 2% | -36% | -2% |
| CC1CCCCN1C(=O)COC(=O)C1CCN(S(=O)(=O)c2ccc3c(c2)OCCO3)CC1 (stereo not drawn) | 12% | 17% | 4% | -4% | 10 | -7% | 4% | -5% | 1% |
| COCCCN1C(=O)C(CC(=O)NCc2ccco2)CC(C(=O)N(C(C)C)C(C)C)=C1C (stereo not drawn) | / | 0% | -6% | 18% | 19 | 14% | -9% | 5% | / |
| COc1ccccc1CNC(=O)CC12CC3CC(CC(Br)(C3)C1)C2 | 25% | -1% | -4% | 13% | 1 | 28% | 4% | -1% | -2% |
| Cc1ccccc1C(=O)Nc1ccc(S(=O)(=O)N2CC(C)OC(C)C2)cc1 (stereo not drawn) | 16% | -12% | -29% | -3% | -8 | -2% | 3% | -15% | -5% |
| Cc1ccc(S(=O)(=O)N2[C@@H](c3ccccc3)C(C(=O)O)=CC[C@H]2c2cccc(C)c2)cc1 | ? | 2% | 20% | 3% | 54 | 9% | 10% | 3% | -13% |
| Cc1cccc(C)c1NC(=O)C(c1ccccc1)N1CCC(Cc2ccccc2)CC1 (stereo not drawn) | / | 0% | 27% | 8% | 28 | 23% | 1% | -17% | / |
| O=C(Nc1cccc2ncccc12)c1cc([N+](=O)[O-])ccc1Cl | ? | 18µM* | ? | -18% | -88* | ? | 1% | -18% | ? |
| Cc1noc(C)c1CSc1nc2ccccc2c(=O)n1-c1ccc(F)cc1F | 13µM* | 7.3µM* | 21µM* | 16µM* | -12 | ? | -13% | -14% | ? |
| CC[C@]12c3[nH]c4cc(CCC(=O)N(C)C)ccc4c3CCN1C(=O)[C@@H](CC(=O)NC/C=C(\C)CCC=C(C)C)C[C@@H]2C(=O)N1CCN(C(=O)C2CC2)CC1 | 14% | 0% | 0% | -16% | -18 | 0% | -6% | -22% | 1% |
| Cc1c(NC(=O)c2cccc(NC(=O)Cc3ccccc3F)c2)c(=O)n(-c2ccccc2)n1C | 15% | 5% | 0% | -3% | 0 | 2% | -3% | 1% | -8% |
| Cc1cccc(C)c1NC(=O)Cn1c(=O)n(CCCC(=O)NCc2ccco2)c(=O)c2sccc21 | -13% | 2% | 20% | 8% | -2 | 19% | 4% | -2% | -3% |
| O=C(c1ccc(Cl)s1)N(Cc1nnc(-c2ccccc2Cl)o1)C1CC1 | 6% | -11% | ? | 0% | -6 | 4% | -4% | 24% | -2% |
